# Assay outcomes deposited in PubChem by National Center for Advancing Translational Sciences (NCATS).
# EPAC2 ag – qHTS for Agonist of cAMP-regulated guanine nucleotide exchange factor 4 (EPAC2): primary screen; Rap guanine nucleotide exchange factor 4 (Homo sapiens), Q8WZA2; EPAC2 activation, biochemical qHTS; response scale: 100% = 6.5 mM cAMP response; Potency, µM (titrated, usually from 154 µM), inactives show at the top dose activation, usual class: activators; 360,000 tested, 0.079% active; note: potency is the fitted concentration of half-maximal effect; nearly all actives have a fitted effect of over 50% in size
# Target sequence (Q8WZA2 whole entry, looked up): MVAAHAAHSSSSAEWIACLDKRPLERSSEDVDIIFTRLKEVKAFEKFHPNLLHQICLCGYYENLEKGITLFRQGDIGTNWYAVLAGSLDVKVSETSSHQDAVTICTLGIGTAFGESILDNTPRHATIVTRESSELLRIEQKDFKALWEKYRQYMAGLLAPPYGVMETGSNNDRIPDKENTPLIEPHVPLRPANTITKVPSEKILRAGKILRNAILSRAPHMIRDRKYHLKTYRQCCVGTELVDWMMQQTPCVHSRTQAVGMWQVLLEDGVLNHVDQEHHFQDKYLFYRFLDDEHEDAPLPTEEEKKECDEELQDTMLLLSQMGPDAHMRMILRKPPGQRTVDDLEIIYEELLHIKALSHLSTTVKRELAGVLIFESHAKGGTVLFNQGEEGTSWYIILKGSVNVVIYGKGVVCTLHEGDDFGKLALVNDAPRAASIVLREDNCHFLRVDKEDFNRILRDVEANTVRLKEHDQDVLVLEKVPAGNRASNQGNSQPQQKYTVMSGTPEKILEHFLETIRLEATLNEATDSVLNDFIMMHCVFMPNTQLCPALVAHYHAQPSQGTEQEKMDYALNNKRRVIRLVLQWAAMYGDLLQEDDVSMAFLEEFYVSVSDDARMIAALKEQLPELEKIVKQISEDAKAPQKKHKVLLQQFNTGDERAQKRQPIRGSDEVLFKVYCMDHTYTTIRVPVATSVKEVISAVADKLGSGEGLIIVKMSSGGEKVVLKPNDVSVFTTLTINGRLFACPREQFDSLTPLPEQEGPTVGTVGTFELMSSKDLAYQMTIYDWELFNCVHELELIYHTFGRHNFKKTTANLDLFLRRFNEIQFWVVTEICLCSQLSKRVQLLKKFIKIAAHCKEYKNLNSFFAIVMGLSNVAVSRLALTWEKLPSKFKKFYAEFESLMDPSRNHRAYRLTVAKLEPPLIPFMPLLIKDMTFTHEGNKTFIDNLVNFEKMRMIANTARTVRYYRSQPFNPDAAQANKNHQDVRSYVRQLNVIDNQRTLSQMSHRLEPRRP
#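 qHTS, titration series. 100 nM EPAC2 / 250 nM Rap1B-BODIPY-GDP / 50 uM GDP; RT; ex 480/em 540 nm, 5-min reads to 30 min. Norm. to 6.5 mM cAMP = activation.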
# Nrf2 block – Nrf2 qHTS screen for inhibitors; 360,000 tested, 2.1% active; Potency, µM (doses to about 46 µM), for inactives: at the top dose activity change, negative = inhibition, most hits filed as inhibitors; A549 ARE-Fluc reporter, luciferase luminescence, 18-24 h; AID 504444, 2011; note: potency is the fitted concentration of half-maximal effect; % is set by controls: 0 for no effect and ±100 for the full control effect; nearly all actives have a fitted effect of over 60% in size
#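 Quantitative HTS in A549 cells stably bearing an antioxidant response element-firefly luciferase construct. Inhibition of Nrf2-driven transcription was scored by luminescence after 18-24 h of compound exposure at 37 °C.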
# IL-2 act – qHTS of IL-2 Activators; IL-2 activation reporter assay, cell-based qHTS; stimulated with anti-CD3/CD4/CD28 beads; in transgenic mouse T cells; 360,000 tested, 0.065% active; activation, % (series mostly up to about 46 µM); AID 652025, 2013; in the data active = activation above about 50%; inconclusive = mostly about 30% to 49%; note: 0% is about no effect
#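 EGFP and DsRed fluorescence is measured by plate cytometry in unstimulated transgenic mouse T cells exposed to compound for 60 minutes, then stimulated 18 hours at 37 degrees C with anti-CD3/anti-CD4 beads plus anti-CD28.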
# TGFb inhibitor – qHTS for Inhibitors of TGF-b; HepG2 CAGA-GFP TGF-b/SMAD3 reporter, GFP fluorescence, 18 h; TGF-beta stimulated, 500 pg/mL final; Potency, µM (series often up to 46.1 µM), inactives show top-dose activity, negative = inhibition, most hits filed as inhibitors; 410,000 tested, 1.2% active; AID 588855, 2011; note: potency is the fitted concentration of half-maximal effect; % is set by controls: 0 for no effect and ±100 for the full control effect; nearly all actives have a fitted effect of over 65% in size
#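 Inhibition was scored as loss of TGF-beta-induced (500 pg/mL final, 18 hours, 37 degrees C) GFP in HEPG2 cells carrying a CAGA-GFP reporter, in DMEM with 1% FBS. Well GFP was summed per cell; Activity was normalised to unstimulated and stimulated DMSO wells, then concentration-response fitting.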
# ATXN viability – Viability Counterscreen for Primary qHTS for Inhibitors of ATXN expression | Potency, µM (series often up to 56.7 µM), most hits filed as cytotoxic | 400,000 tested, 0.49% active | S2 cells (HEK-293 line with an ATXN2-luciferase reporter) viability, CellTiter-Fluor protease fluorescence, 24 h | AID 651635, 2014; note: potency is the fitted concentration of half-maximal effect; nearly all actives have a fitted effect of over 40% in size
# ATXN2 expr inh – Primary qHTS for Inhibitors of ATXN expression; HEK-293 ATXN2-luciferase reporter, luminescence, 24 h; Potency, µM (top dose mostly 57 µM), without a hit: at the highest dose activity change, negative = inhibition, most hits filed as inhibitors; 360,000 tested, 0.72% active; AID 1745845, 2022; note: potency is the fitted concentration of half-maximal effect; % is set by controls: 0 for no effect and ±100 for the full control effect; nearly all actives have a fitted effect of over 55% in size
#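 qHTS (up to 57 uM final) was run with 24 h compound exposure of reporter cells at 37 °C. Each well was multiplexed: SteadyGlo luminescence measured ATXN2-luciferase expression after a fluorogenic Gly-Phe-AFC viability readout (25 uM final).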
# Nrf2 activator – qHTS of Nrf2 Activators; AREc32 ARE-luciferase reporter (MCF7-derived line), luminescence, 24 h; AID 624171, 2012; 410,000 tested, 0.31% active; Potency, µM (titrated, usually from 46.1 µM), without a hit: top-dose activation, most hits filed as activators; note: potency is the fitted concentration of half-maximal effect; % of control where 0% means no effect; nearly all actives have a fitted effect of over 65% in size
#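 Luciferase luminescence (Steady-Glo, 30 min at room temperature) served as the read-out of ARE activation in AREc32 cells treated with compounds for 24 hr at 37 deg C.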
# HepG2 viability – qHTS for Inhibitors of TGF-b: Cytotox Counterscreen. HepG2 CAGA-GFP viability, ATP luminescence, 18 h. Potency, µM (highest dose often 46.1 µM), for inactives: at the highest dose activity change, negative = cytotoxicity, most hits filed as cytotoxic. 410,000 tested, 0.76% active. AID 588856, 2011; note: potency is the fitted concentration of half-maximal effect; some results filed as inactive show a strong effect at the top dose
#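 HepG2 CAGA-GFP cells (1000/well, DMEM with 1% FBS) received compound, then TGF-beta at 500 pg/mL final, and were incubated 18 hours at 37 degrees C. Viability was read by CellTiter-Glo luminescence. Media-only wells were set as complete cell-killing and DMSO as no toxicity.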
# A549 tox – Nrf2 qHTS screen for inhibitors: counterscreen for cytotoxicity; AID 504648, 2011; A549 ARE-Fluc cells, CellTiter-Fluor viability, 18-24 h; 390,000 tested, 0.16% active; Potency, µM (highest dose often 46 µM), inactives show at the top dose activity change, negative = cytotoxicity, usual class: inhibitors; note: potency is the fitted concentration of half-maximal effect; % is set by controls: 0 for no effect and ±100 for the full control effect
#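 A549 ARE_Fluc cells in 5% FBS OPTI-MEM were exposed to compounds in concentration-response for 18-24 h at 37 deg C. Viability was read by CellTiter-Fluor fluorescence (Ex 405/Em 525) after 30 min, before the luciferase read.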
# Numbers without * were called inactive; i = inactive; ? = inconclusive; nt = no result given; [ ] = another dose, or the depositor's remark. Unless noted, calls come from the whole dose curve; as a rule, active = well fitted curve in the direction sought with a large enough effect; inconclusive = small, poorly fitted or top-dose-only effect, or another doubt; inactive = no such curve, though single readings can be large; an effect the other way counts as inactive or inconclusive.
1	C=CCc1c(C)nc(C)nc1N/N=C/c1ccccc1O
2	O=S1(=O)N=C(N/N=C/C=C/c2ccccc2)c2ccccc21
3	C=CCNC(=S)NNC(=O)c1ccc(OC(C)C)cc1
4	COc1cccc(NC(=O)C2CCCN(c3ncnc4onc(C)c34)C2)c1 (stereo not given)
5	CC(=O)O[C@H]1CC(=O)OC(C)(C)C2CC(=O)[C@]3(C)C(CC[C@@](C)([C@@H](O[C@@H]4O[C@H](CO)[C@@H](O)[C@H](O)[C@H]4O)c4ccoc4)[C@@]34O[C@@H]4C(=O)O)[C@]21C (stereo not given in full)
6	Cc1cccc(C)c1NC(=O)NS(=O)(=O)c1ccccc1
7	CC(=O)Nc1cccc2c1Cc1cc([N+](=O)[O-])ccc1-2
8	CC(C)Sc1ncnc2c1cnn2-c1ccccc1
9	CC(Oc1ccccc1F)C(=O)N1CCC(c2nc3ccccc3o2)CC1 (stereo not given)
10	O=C(NCC1CCCO1)c1cnn2c1NC(c1ccccc1)CC2C(F)(F)F (stereo not given)
assay / entry,1,2,3,4,5,6,7,8,9,10
EPAC2 ag,2.2%,3.7%,-1.5%,nt,5.1%,-5.9%,6.6%,-0.9%,nt,2.2%
Nrf2 block,-2.4%,-23.3%,4.1%,?,9.0%,nt,-4.1%,?,-20.9%,-24.7%
IL-2 act,0.4,-0.3,0.3,nt,1.0,-2.9,-5.2,-0.5,nt,-0.4
TGFb inhibitor,?,-20.5%,-2.8%,?,-1.5%,-9.9%,-15.2%,16.1%,?,-3.6%
ATXN viability,?,i,nt,i,i,i,?,i,nt,i
ATXN2 expr inh,-37.5%,-24.4%,nt,-14.4%,-6.2%,nt,12.3%,78.3%[activator],nt,-9.2%
Nrf2 activator,2.4%,0.1%[9.22 µM],-0.5%,4.3%,-1.0%,-0.1%,5.5%,?,3.8%,-0.1%
HepG2 viability,-48.5%,-24.9%,-4.0%,-21.7%,0.7%,4.6%,-31.4%,-25.1%,-34.2%,-16.9%
A549 tox,0.8%,-5.6%,-0.3%,-7.3%,2.8%,nt,-4.5%,3.4%,-6.5%,0.3%[1.84 µM]

11	Cc1ccc(C)c(N2CCN(C3=C(c4ccccc4)C(=O)c4ccccc43)CC2)c1
12	Oc1ccc(-c2csc(Nc3ccccn3)n2)cc1O
13	CCN(CC(=O)Nc1c(F)cccc1F)C(=O)c1cccc(S(=O)(=O)N2CCc3ccccc3C2)c1
14	Cc1ccc(NC(=O)COC(=O)c2ccco2)cc1
15	CCOC(=O)C1=C(CCc2ccccc2)NC(=O)NC1c1ccc2ccccc2c1 (stereo not given)
16	Cc1ccc(S(=O)(=O)NCCc2nnc3ccc(SCC(=O)Nc4ccc(F)cc4F)nn23)cc1
17	Cc1ccc(OCC(COCc2ccccc2)NC(C)C)cc1 (stereo not given)
18	COc1ccc(Cn2c(=O)[nH]c3cc(C(=O)NCc4ccc5c(c4)OCO5)ccc3c2=O)cc1
19	CC1Cc2cc(-c3csc(N)n3)ccc2O1 (stereo not given)
20	CCOc1ccc2nc(SCC(=O)Nc3ccc4c(c3)OCO4)sc2c1
assay / entry,11,12,13,14,15,16,17,18,19,20
EPAC2 ag,nt,9.9%,4.5%,3.9%,12.0%,nt,10.3%,0.9%,-1.7%,-7.0%
Nrf2 block,7.6%,-15.1%,-15.6%,4.3%,?,22.1%,2.8%,?,?,?
IL-2 act,nt,0.9,-0.6,-0.1,-0.1,nt,-1.9,-1.5,-0.5,0.5
TGFb inhibitor,-3.8%,?,-22.4%,-2.1%,?,19.4%,5.1%,-2.0%,1.5%,-8.6%
ATXN viability,?,i,i,i,?,nt,i,?,i,i
ATXN2 expr inh,8.9%,nt,-7.8%,1.0%,?,nt,-22.0%,-31.1%,37.5%[activator],11.4%
Nrf2 activator,0.0%,?,0.5%,0.2%,1.3%,0.3%,2.0%,3.4%,0.3%,1.7%
HepG2 viability,-8.8%,-31.0%,-6.8%,-3.5%,-26.3%,-9.5%,-12.3%,-12.8%,-10.8%,1.0%
A549 tox,-4.0%,-20.0%,-13.3%,-0.2%,-13.2%,-0.7%,2.9%,-1.6%,-1.9%,0.9%

# Single records (already shown).
# `CCOC(=O)C1=C(CCc2ccccc2)NC(=O)NC1c1ccc2ccccc2c1` (stereo not given) is listed as EPAC2 ag: 12.0%; Nrf2 block: ?; IL-2 act: -0.1; TGFb inhibitor: ?; ATXN viability: ?; ATXN2 expr inh: ?; Nrf2 activator: 1.3%; HepG2 viability: -26.3%; A549 tox: -13.2%
# `CC(Oc1ccccc1F)C(=O)N1CCC(c2nc3ccccc3o2)CC1` (stereo not given) is listed as EPAC2 ag: nt; Nrf2 block: -20.9%; IL-2 act: nt; TGFb inhibitor: ?; ATXN viability: nt; ATXN2 expr inh: nt; Nrf2 activator: 3.8%; HepG2 viability: -34.2%; A549 tox: -6.5%

# Later entries.
21	CCOc1ccccc1C(=O)Nc1cccc2ccc(C)nc12
22	O=C(O)c1ccc(N=NNc2cccc([N+](=O)[O-])c2)cc1
23	c1ccc(-n2cccc2CNC2CCCCC2)cc1
24	Cc1ccc(S(=O)(=O)N2CCCCC2CCNC(=O)C(=O)NCc2ccncc2)cc1 (stereo not given)
25	COC(=O)C1(C)CC1(c1ccccc1)c1ccccc1 (stereo not given)
26	CCOC(=O)c1c(CC(C)C)csc1NC(=O)COC(=O)c1cnc(C)cn1
27	Cc1nn(C)c(Oc2cccc(Cl)c2)c1C=O
28	CC(=O)Nc1ccc(-c2ccnc3c2CC(C(=O)NCC2CCOCC2)O3)cc1 (stereo not given)
29	COc1ccccc1C(=O)NCC(=O)NCc1cc(=O)n(C)c(=O)n1C
30	Cc1ccsc1/C=C1\CCc2ccccc2C1=O
assay / entry,21,22,23,24,25,26,27,28,29,30
EPAC2 ag,nt,6.8%,5.8%,0.4%,7.7%,0.1%,7.0%,-5.0%,4.3%,3.8%
Nrf2 block,?,?,0.1%,?,3.7%,nt,-4.9%,nt,-7.5%,?
IL-2 act,nt,-1.0,-2.6,-1.1,-0.2,-0.4,-2.2,0.3,2.6,-1.1
TGFb inhibitor,11.8%,1.4%,-4.3%,-16.5%,9.3%,0.5%,-3.4%,-5.6%,21.8%,-3.0%
ATXN viability,i,i,i,i,i,i,i,i,i,i
ATXN2 expr inh,-23.3%,35.5%,-8.4%,-10.6%,nt,nt,9.0%,15.2%,nt,86.1%[activator]
Nrf2 activator,-1.2%,10.5%,-0.3%,-0.7%,2.4%,-1.6%,-0.2%,0.0%,4.5%,?
HepG2 viability,4.9%,-6.8%,-0.8%,-7.9%,7.4%,-26.0%,-13.6%,-5.5%,-1.8%,-58.4%
A549 tox,10.0%,1.0%,-5.2%,0.4%,-4.5%,nt,-6.8%,nt,8.6%,-6.7%

31	O=C(NCc1ccccc1Br)c1ccc(-n2cnc3cccnc32)cc1
32	COc1ccc(CNC(=O)CN2C(=O)c3ccc([N+](=O)[O-])cc3C2=O)cc1
33	CN(C)c1ccc(S(=O)(=O)N(C)C)cc1[N+](=O)[O-]
34	CC(C)[C@H](Nc1ncnc2c1oc1ccccc12)C(=O)O
35	Cc1ccc(/C=C2\CCC3=C2OC(N)=C(C#N)C3c2ccc(C)cc2)cc1 (stereo not given)
36	O=S(=O)(c1ccc(Cl)s1)N1CCN(Cc2ccccc2)CC1
37	CN(C(=O)c1ccccn1)c1nnc(-c2ccccn2)s1
38	CCOC(=O)c1c(C)oc2c1c(C(c1cccnc1)N1CCCCC1)c(O)c1ccccc12 (stereo not given)
39	Cc1ccc(F)cc1NC(=O)CCc1c(C)nn(-c2ccc(N3CCCC3)nn2)c1C
40	CCOc1cc(CNC2CCCC2)c(Cl)cc1OCC(=O)Nc1ccccc1
41	NC(=S)Nc1cc2ccccc2c2ccccc12
42	CCCS(=O)(=O)NC(=O)C1(C)CCN(C(=O)c2snnc2C)C1 (stereo not given)
assay / entry,31,32,33,34,35,36,37,38,39,40,41,42
EPAC2 ag,nt,7.0%,9.2%,11.2%,20.0%,9.1%,2.3%,3.2%,nt,0.8%,1.5%,14.1%
Nrf2 block,-17.5%,2.5%,1.5%,10.4%,-2.5%,5.6%,?,-10.4%,?,-5.2%,-6.7%,nt
IL-2 act,nt,-1.8,0.8,1.8,26.0,-0.3,-2.4,-0.9,nt,0.0,-1.0,-0.2
TGFb inhibitor,0.0%,6.4%,-0.8%,-30.8%,67.7%[activator],-12.1%,12.4%,?,-22.4%,?,-27.5%,-0.8%
ATXN viability,nt,i,i,i,nt,i,i,i,nt,i,i,i
ATXN2 expr inh,nt,-3.0%,-30.5%,13.4%,-7.9%,0.6%,56.0%[activator],97.0%[activator],nt,-17.7%,?,9.0%
Nrf2 activator,-0.7%,-0.5%,3.9%,0.4%,13.2%,0.1%,2.2%,16.5%,-1.1%,0.2%,0.6%,0.4%
HepG2 viability,-23.3%,15.2%,4.4%,-34.4%,-14.4%,8.9%,12.1%,-23.1%,15.1%,-52.8%,-9.5%,-6.9%
A549 tox,9.6%,8.6%,-14.1%,9.3%,2.0%,15.3%,15.8%,-3.7%,0.2%,2.2%,-3.4%,nt

# Not a hit list; 4.3% or so of the library scored in one or more.
